M1 PAM parental = M1 PAM counterscreen hit in parental CHO-K1 cells | ATP EC20, Fluo-8 calcium fluorescence; 0% at ATP EC20, 100% at ATP max | activation, % at 3 µM | 360,000 tested, 0.02% active | AID 602247;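 active = activation above the run cutoff, the mean activation of all test compounds plus 3 SD, cut at about 40% in these data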;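 also: peak over basal fluorescence ratio in a 140 s read after ATP addition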
TAAR1 antagonist = antagonists of human TAAR1. Q96RJ0. 360,000 tested, 1.5% active. CHO RD-HGA16 TAAR1, Fluo-8 calcium fluorescence, antagonist. inhibition, % at 3 µM. AID 624466;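 active = inhibition above a per-plate cutoff, the mean inhibition of test compounds on that plate plus 3 SD, cut at about 49% in these data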;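 also: 0% = DMSO plus EC80 beta-PEA response and 100% = DMSO alone without agonist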
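Test system: CHO RD-HGA16 cells bearing hTAAR1 | Reagent: β-PEA, EC80 | Compound dosing: 3 µM, single point | Schedule: Dye loading 75 min at 37 °C, then 30 min room temperature | Signal: Calcium fluorescence with Fluo-8 | Evaluation: Percent inhibition of PEA-evoked calcium signal, max/basal emission ratio | Control set: DMSO-only wells and EC80 β-PEA-stimulated wells | Repeats: Singlicate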
CHO parental Ca = counter-screen for OX1R antagonists: effect in parental CHO cells; parental CHO-K1, ATP-induced calcium, Fluo-8 fluorescence; inhibition, % at 5.6 µM; 330,000 tested, 0.63% active; AID 463079;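 active = inhibition above that plate's mean sample inhibition plus 3 SD, cut at about 26% in these data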;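 also: 0% = ATP-challenged DMSO wells and 100% = DMSO wells without ATP; some compounds past the cut are filed as inactive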
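test system = CHO parental line | reagent = ATP stimulus | measured by = intracellular calcium via Fluo-8 no-wash fluorescent dye | control set = ATP and no-ATP DMSO wells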
CHO-K1 Ca antag = M1 antagonist counterscreen hit in parental CHO-K1 cells; ATP-induced calcium, Fluo-8 fluorescence; inhibition, % at 3 µM; 360,000 tested, 0.6% active;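 active = inhibition above a per-plate cutoff, the plate's mean sample inhibition plus 3 SD, cut at about 24% in these data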;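 also: 0% = DMSO plus EC80 ATP and 100% = DMSO alone without ATP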
M1 ag parental = nonselective activator or artifact in parental CHO-K1 cells. activation, % at 3 µM. 360,000 tested, 0.48% active. Fluo-8 calcium fluorescence; scaled to maximal ATP response, vehicle zero; in the data active = activation above about 15%;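 also: untransfected CHO-K1 host cells lacking M1 receptor as counterscreen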
CHRM1 agonist = agonists of human M1 muscarinic receptor; P11229; CHO-K1 hM1, Fluo-8 calcium fluorescence, agonist mode; 0% DMSO, 100% acetylcholine EC100; activation, % at 3 µM; 360,000 tested, 0.33% active; AID 588814;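 active = activation above the run's mean compound activation plus 3 SD, cut at about 16% in these data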;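 also: peak over basal fluorescence ratio within a 140 s kinetic read after compound addition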
OXTR potentiate = human OXTR potentiation; P30559; CHO-OTR cells, Fluo-8 calcium fluorescence, potentiator mode; 0% = oxytocin EC15, 100% = EC100; activation, % at 3 µM; 320,000 tested, 0.061% active; AID 2445;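 active = activation above that plate's cutoff, the mean activation of tested compounds plus 3 SD, cut at about 6.6% in these data, passing the limit was not always enough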;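 also: 100% uses oxytocin at 75 nM as the full agonist control; some results filed as inactive read as strong as hits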
Target sequence (P30559 whole entry, looked up): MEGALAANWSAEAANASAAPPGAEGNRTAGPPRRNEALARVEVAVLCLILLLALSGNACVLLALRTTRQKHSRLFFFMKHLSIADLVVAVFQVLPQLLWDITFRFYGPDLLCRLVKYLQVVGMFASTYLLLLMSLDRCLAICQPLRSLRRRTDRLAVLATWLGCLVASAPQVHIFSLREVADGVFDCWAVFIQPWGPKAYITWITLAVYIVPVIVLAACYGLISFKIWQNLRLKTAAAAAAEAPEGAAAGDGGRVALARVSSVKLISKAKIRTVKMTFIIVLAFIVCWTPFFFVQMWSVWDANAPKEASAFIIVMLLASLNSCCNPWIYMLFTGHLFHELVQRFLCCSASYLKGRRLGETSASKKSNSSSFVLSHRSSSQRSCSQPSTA
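Assay system: CHO cell line stably expressing human OTR | Also added: Oxytocin at about EC15, sub-maximal agonist stimulus | Times: Compound 6 min at room temperature before oxytocin, 100 s read | Measured by: Fluo-8 intracellular calcium fluorescence, ex 470-495, em 515-575 nm | Controls: EC15 oxytocin alone as 0%, 75 nM oxytocin as 100%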
V1aR counter = V1a receptor agonism, counter-screen for OXTR agonists. CHO-V1R cells, Fluo-8 calcium fluorescence, agonist mode; 0% DMSO, 100% 3 nM vasopressin. activation, % at 3 µM. P37288. 320,000 tested, 0.25% active;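 active = activation above the mean activation of all tested compounds plus 3 SD, per screening run, cut at about 20% in these data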;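 also: signal is peak over basal fluorescence ratio across a 100 second FLIPR read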
Target sequence (P37288 whole entry, looked up): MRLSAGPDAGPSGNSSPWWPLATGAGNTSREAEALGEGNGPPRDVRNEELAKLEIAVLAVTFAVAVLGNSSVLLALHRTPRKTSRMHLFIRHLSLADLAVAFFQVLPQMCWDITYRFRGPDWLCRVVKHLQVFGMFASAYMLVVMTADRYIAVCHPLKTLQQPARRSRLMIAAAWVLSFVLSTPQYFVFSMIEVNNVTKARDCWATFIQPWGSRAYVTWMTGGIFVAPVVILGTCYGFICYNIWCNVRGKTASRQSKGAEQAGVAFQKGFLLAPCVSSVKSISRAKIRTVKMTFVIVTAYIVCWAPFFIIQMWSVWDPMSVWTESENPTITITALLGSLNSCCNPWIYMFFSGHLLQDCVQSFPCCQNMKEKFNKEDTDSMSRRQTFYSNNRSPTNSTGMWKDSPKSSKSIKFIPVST
TAAR1 agonist = human TAAR1 agonism; activation, % at 3 µM; 360,000 tested, 0.99% active; CHO RD-HGA16 TAAR1, Fluo-8 calcium fluorescence; vehicle wells 0%, saturating PEA agonist 100%; Q96RJ0;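 active = activation above the mean activation of all test compounds in the run plus 3 SD, cut at about 38% in these data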
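Assay system – CHO-derived RD-HGA16 cells with stable Gα16 and human TAAR1 · Compound dosing – one-point dosing at 3 µM (nominal) · Incubation – 17-24 h seeding, 75 min 37 °C dye, 30 min RT · Measured by – kinetic Fluo-8 calcium fluorescence · Control set – DMSO vehicle as 0%, PEA at EC100 as 100% · Repeats – single well for each compound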
* marks the source's active call; other numbers are inactive results; . = no result given.

SMILES	M1 PAM parental	TAAR1 antagonist	CHO parental Ca	CHO-K1 Ca antag	M1 ag parental	CHRM1 agonist	OXTR potentiate	V1aR counter	TAAR1 agonist
O=C(N=c1nc2ccccn2s1)c1ccccc1	-5	18	5	-35	1.2	0	-4	1.0	1
O=C(Cn1cnc2cc(Cl)ccc2c1=O)Nc1ccc2c(c1)OCO2	3	-1	-19	4	-0.1	-2	-9	-0.4	5
COc1ccc(-c2c(C)oc3c(CN4CCN(CCO)CC4)c(O)ccc3c2=O)cc1OC	5	-8	-14	-7	-0.1	-1	-19	-0.7	1
O=S(=O)(N=S(N1CCCCC1)N1CCCCC1)c1ccccc1	9	-13	-20	-6	0.0	-5	-5	-1.1	15
O=C(COC(=O)c1ccc(F)cc1F)NCc1ccc2c(c1)OCO2	4	11	-9	-12	1.8	-3	0	0.1	1
CC(C)C[C@H]1CN(CCCC[C@H]2CNC(=O)C(=O)N2Cc2ccccc2)C(=O)C(=O)N1CC1CCCCC1	16	1	.	-10	0.3	.	.	.	1
Cc1ccc2[nH]c(CNC(=O)c3ccc(F)cc3)cc2c1	7	-3	-14	-1	1.0	-3	-3	0.6	3
CCOC(=O)C1CCN(C(=O)c2ccc3c(=O)n4nc(Nc5ccccc5)sc4nc3c2)CC1	9	-10	.	-2	1.9	-4	.	.	-1
CCOc1ccc(/C=N/n2cnnc2)cc1	-10	8	-10	11	-0.1	-2	2	-0.1	7
C=CCC1NS(=O)(=O)OC2CCCCC12 (configuration not stated)	3	13	0	22	0.7	-1	-5	0.8	3
COc1cccc(CCN2CCC(CNS(=O)(=O)c3cc(-c4cc(C)no4)ccc3OC)CC2)c1	-1	8	-3	-14	3.1	-3	-16	1.5	3
COc1ccc(Cl)cc1NC(=O)NC(C)C(C)(C)C (configuration not stated)	-1	-14	-5	17	0.8	-7	-2	-1.6	9
C=C[C@@H]1c2ccccc2N(S(=O)(=O)c2ccc(C)cc2)[C@H](c2ccc(C(F)(F)F)cc2)C1(C#N)C#N	13	-19	-13	-12	0.6	-5	1	1.3	2
CC(=O)N1CCc2cc(S(=O)(=O)CCC(=O)NCc3ccco3)ccc21	-5	-6	-5	18	-0.1	-7	-6	0.6	1
CCN=C1SC(CC(=O)Nc2ccc3c(c2)OCO3)C(=O)N1CC (configuration not stated)	-3	59*	-4	23	6.4	1	-9	0.9	16
COc1ccc(S(=O)(=O)NCc2cccnc2)cc1C(=O)Nc1ccccc1	3	0	7	1	0.3	-3	-2	-0.7	0
COc1ccc(NC(=O)NC23CC4(C)CC(C)(CC(C)(C4)C2)C3)cc1OC	2	-37	-17	-8	0.3	-7	-14	-1.5	1
C/C(CC(C)C)=N\NS(=O)(=O)c1ccc(C)c([N+](=O)[O-])c1	13	-2	-1	-17	0.3	-2	-1	1.4	0
CCN(CC)S(=O)(=O)c1cc(NS(=O)(=O)c2ccccc2)ccc1C	-12	-17	-27	5	1.0	1	-4	3.4	2
CC1(c2nnc(-c3ccc(F)cc3)o2)CC(c2cccc(Cl)c2)=NO1 (configuration not stated)	-14	-3	-15	-10	-0.3	-3	-5	-0.8	4
O=C(Nc1ccccc1)/C(=C\c1ccncc1)NC(=O)c1ccccc1	20	8	-1	-16	1.3	-2	2	1.0	4
CCn1c(CN(C)c2ccccc2)nc2ccccc21	16	-13	-18	-10	2.2	-4	5	-1.0	-2
Cc1oc2c(CN3CCOCC3)c(O)ccc2c(=O)c1-c1ccc(Cl)cc1	20	-19	-1	-17	0.7	-5	3	0.0	-1
CCN(C(=O)COC(=O)CSc1ccc(F)cc1)c1c(N)n(Cc2ccccc2)c(=O)[nH]c1=O	15	-10	-12	-3	0.2	-3	-8	-0.2	7
Cc1ccc(/C(N)=N/OC(=O)c2ccc(Cl)cc2Cl)cc1	12	-2	-12	-1	0.2	-5	-4	0.4	16
SMILES	M1 PAM parental	TAAR1 antagonist	CHO parental Ca	CHO-K1 Ca antag	M1 ag parental	CHRM1 agonist	OXTR potentiate	V1aR counter	TAAR1 agonist
CC(C)(C)SC(C(=O)N1CCOCC1)c1ccc(Br)cc1 (configuration not stated)	7	-9	-2	-26	0.4	-6	0	-0.5	2
COc1cc(CNC(=O)Nc2nc(C(N)c3ccccc3)cs2)cc(OC)c1OC (configuration not stated)	25	-32	.	-23	0.2	-6	.	.	12
Fc1ccc(C2NCCn3cccc32)cc1 (configuration not stated)	2	5	-18	4	0.6	-5	2	0.7	6
Cc1ccccc1N=Cc1cccc(O)c1O	-1	.	-7	6	0.2	-4	2	1.9	.
Cc1ccccc1C(=O)Nc1nnc(-c2ccco2)o1	-2	-22	8	-16	-0.1	-4	-14	-0.7	1
O=C(COc1ccc2c3c(c(=O)oc2c1)CCCC3)NCC(O)c1ccccc1 (configuration not stated)	6	-5	-13	7	0.1	0	-5	1.0	1
O=C(NCc1ccccc1)/C(=C/c1ccccc1)NC(=O)c1ccco1	0	6	-7	-7	0.0	-4	-10	-0.5	2
C=CC#CC1(O)CC(C)N(C)CC1C (configuration not stated)	-15	-4	7	18	-0.1	-2	-11	0.7	1
COc1ccc(C(C)=O)cc1CN1C(=O)C(C)N(c2ccc(C)cc2)C1=O (configuration not stated)	20	4	-22	-3	1.2	-3	-15	1.9	13
CCOc1ccccc1-c1cc(-c2ccccc2)nc2c1c(=O)n(C)c(=O)n2C	0	8	4	2	0.2	-2	1	-0.2	3
Cc1cnc(NC(=O)c2cc3c(C)nn(-c4ccccc4)c3s2)s1	2	9	-27	4	-0.2	-2	-7	0.4	4
CC1C(=O)Nc2ccccc2N1C(=O)c1cccc(C(F)(F)F)c1 (configuration not stated)	5	-27	-19	0	0.5	-5	-7	-0.8	-3
Cc1ccc(C(=O)N2CCN(c3ccc(NC(=O)c4ccc(Br)o4)cc3)CC2)cc1	-5	42	-8	7	3.5	-1	-3	2.8	6
COc1ccc(CCNC(=O)Nc2ccc3c(c2)OCO3)cc1OC	-2	-12	-1	-11	0.7	-4	4	0.4	0
Cc1ccsc1/C=C1/NC(=O)N(Cc2ccc(F)cc2)C1=O	11	1	-22	-5	2.1	-7	-19	2.5	3
Cc1onc(-c2ccc(Cl)cc2)c1-c1ccnc(SCC(=O)Nc2ccc(C(C)C)cc2)n1	-1	-10	-23	2	1.6	-5	-16	0.3	10
CCOC(=O)N1CCN(C(=O)CSCC(=O)Nc2nc(-c3ccc(C)cc3)cs2)CC1	12	-3	-26	0	-0.1	-2	-7	6.9	0
Cc1ccc(Oc2ccc(/C=N/O)cn2)cc1	13	-7	-2	-7	-0.1	-4	-1	-0.2	1
COc1ccc(OC)c(N(C)S(=O)(=O)c2cc3c(cc2C)NC(=O)CO3)c1	-2	-3	-4	9	0.6	-4	-9	0.7	0
COc1ccc(/C=C2\SC(=O)N(CCc3nnc(N)s3)C2=O)cc1	12	10	-10	-12	11	0	-8	4.5	3
COC(=O)c1cn[nH]c1NC(=S)Nc1ccccc1C	-6	7	-6	-27	0.7	1	-5	1.9	9
Cc1ccc(-c2csc(NC(=O)CSc3ncn(-c4ccccc4)n3)n2)cc1	-2	24	-14	-5	-0.1	-2	-17	-0.3	15
CC1CCCCN1Cc1nc2c(c(=O)n(C)c(=O)n2C)n1CCc1ccccc1 (configuration not stated)	18	-2	-26	-13	2.2	-5	-1	-0.5	3
CCOC(=O)C(=CNc1cc(C)nn1C(C)(C)C)C(=O)OCC	15	-32	-13	-6	0.1	-3	-3	-1.5	1
CC(C)C(=O)NNC(=O)c1cc2sccc2s1	18	-11	0	-4	1.1	-3	-9	-1.9	0
S=C(Nc1ccc(Br)cc1Cl)N1CCC2(CC1)OCCO2	33	-4	-7	-18	0.8	-5	0	0.4	-1
CCCN(CC1CC1)C(=S)NC(=O)c1ccccc1C	17	-2	.	-16	0.1	-4	.	.	-2
N#Cc1cccc(NC(=O)CCNS(=O)(=O)c2ccc3[nH]c(=O)oc3c2)c1	0	.	-23	-8	0.0	0	1	1.3	.
COc1ccc(OC)c(-c2csc(NC(=O)C3COc4ccccc4O3)n2)c1 (configuration not stated)	-6	41	-7	9	0.0	-8	0	0.3	0
CC(C(=O)Nc1ccccc1-c1ccccc1)N1CCOCC1 (configuration not stated)	3	10	-7	-3	-0.3	-4	-1	-1.2	5

5 compounds from above, limited to V1aR counter, M1 ag parental and TAAR1 agonist.
mol	V1aR counter	M1 ag parental	TAAR1 agonist
Cc1ccccc1C(=O)Nc1nnc(-c2ccco2)o1	-0.7	-0.1	1
O=C(COc1ccc2c3c(c(=O)oc2c1)CCCC3)NCC(O)c1ccccc1 (configuration not stated)	1.0	0.1	1
O=C(NCc1ccccc1)/C(=C/c1ccccc1)NC(=O)c1ccco1	-0.5	0.0	2
C=CC#CC1(O)CC(C)N(C)CC1C (configuration not stated)	0.7	-0.1	1
COc1ccc(C(C)=O)cc1CN1C(=O)C(C)N(c2ccc(C)cc2)C1=O (configuration not stated)	1.9	1.2	13

Random excerpt: three compounds from above.
SMILES	M1 PAM parental	TAAR1 antagonist	CHO parental Ca	CHO-K1 Ca antag	M1 ag parental	CHRM1 agonist	OXTR potentiate	V1aR counter	TAAR1 agonist
COC(=O)c1cn[nH]c1NC(=S)Nc1ccccc1C	-6	7	-6	-27	0.7	1	-5	1.9	9
COc1ccc(OC)c(-c2csc(NC(=O)C3COc4ccccc4O3)n2)c1 (configuration not stated)	-6	41	-7	9	0.0	-8	0	0.3	0
CC(C)C(=O)NNC(=O)c1cc2sccc2s1	18	-11	0	-4	1.1	-3	-9	-1.9	0

TAAR1 antagonist, hit marks shown above
mol	TAAR1 antagonist	CHRM1 agonist	OXTR potentiate
CCN=C1SC(CC(=O)Nc2ccc3c(c2)OCO3)C(=O)N1CC (configuration not stated)	59*	1	-9
